Bioassay records: PubChem BioAssay, National Center for Advancing Translational Sciences (NCATS)
IL1B secr inh: inflammasome signaling inhibition, IL-1 beta readout; activity change, % at 57.5 µM; THP-1 LPS/ATP IL-1B secretion, AlphaLISA, 16 h; stronger effect = lower value; 360,000 tested, 4.7% active; in the data active = activity change below about -50%; inconclusive = mostly about -30% to -49%; note: % is set by controls: 0 for no effect and ±100 for the full control effect
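Secreted IL-1B measured by AlphaLISA bead assay after 16 h compound exposure of THP-1 cells; compounds (final up to 57.5 uM) added 1 h before LPS (250 ng/mL) and ATP (1.25 mM) stimulation; lower signal means less secretion.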
DRD3 agonist: activates the human D3 dopamine receptor. P35462. D3R DiscoveRx beta-arrestin cells, luminescence, 90 min. max activation, %. 410,000 tested, 0.58% active. AID 652048; in the data active = max activation above about 30%; note: 0% is about no effect; mostly tested at two doses, the higher about 12 µM
Target sequence (P35462 whole entry, looked up): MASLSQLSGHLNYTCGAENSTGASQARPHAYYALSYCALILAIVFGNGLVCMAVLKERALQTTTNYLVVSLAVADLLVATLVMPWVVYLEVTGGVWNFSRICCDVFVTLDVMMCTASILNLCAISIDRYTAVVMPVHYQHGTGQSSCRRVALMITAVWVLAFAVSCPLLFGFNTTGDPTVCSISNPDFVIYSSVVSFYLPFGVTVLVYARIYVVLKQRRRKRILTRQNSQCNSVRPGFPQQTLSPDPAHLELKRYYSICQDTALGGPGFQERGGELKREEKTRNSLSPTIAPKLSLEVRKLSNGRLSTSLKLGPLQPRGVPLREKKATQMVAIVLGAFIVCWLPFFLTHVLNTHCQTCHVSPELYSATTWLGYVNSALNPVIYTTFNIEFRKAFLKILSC
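Cells at 1500/well, incubated overnight, then treated with pinned compounds (dopamine as control) for 90 min at 37 degrees C. DiscoveRx reagent added for 30 - 60 minutes at room temperature; luminescence read.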
MCF10A rereplic: inducers of DNA re-replication in MCF 10A breast cells; 350,000 tested, 2.9% active; MCF 10A DNA re-replication, Hoechst nuclear intensity, 48 h; Potency, µM (titrated, usually from 46.1 µM), inactives show at the top dose activity, positive = re-replication, most hits filed as activators; AID 624296; note: potency is the fitted concentration of half-maximal effect; % of control where 0% means no effect; nearly all actives have a fitted effect of over 50% in size
KB-V1 cytotox: KB-V1 MDR subline cytotoxicity | KB-V1 MDR cells viability, CellTiter-Glo, 72 h | Potency, µM (top dose mostly 46.1 µM), for inactives: at the highest dose activity change, negative = cytotoxicity, usual class: cytotoxic | 400,000 tested, 3.4% active | AID 1347076; note: potency is the fitted concentration of half-maximal effect; % is set by controls: 0 for no effect and ±100 for the full control effect; nearly all actives have a fitted effect of over 60% in size
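KB-V1, DMEM (no phenol red) + 10% FBS; cpd pin-transferred, titration series; 72 h, 37 degrees C; CellTiter-Glo, luminescence. Data normalized, curve-fit.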
KB-3-1 tox: KB-3-1 parental cell cytotoxicity; 400,000 tested, 1.4% active; Potency, µM (doses to about 46.1 µM), inactives show at the top dose activity change, negative = cytotoxic, hits mostly cytotoxic; KB-3-1 viability, CellTiter-Glo ATP luminescence, 72 h; note: potency is the fitted concentration of half-maximal effect; % is set by controls: 0 for no effect and ±100 for the full control effect; nearly all actives have a fitted effect of over 60% in size
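Cytotoxicity in the drug-sensitive parental line KB-3-1 was scored as loss of CellTiter-Glo luminescence following 72 h incubation with compound. Values come from curve fitting of normalized concentration-response data.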
HT1080 IDH1KD tx: HT-1080 IDH1 knockdown cell toxicity (counter line); HT-1080 IDH1 knockdown viability, ATP luminescence, 48 h; Potency, µM (series often up to 46.1 µM), without a hit: at the top dose activity, negative = toxicity, usual class: cytotoxic; 360,000 tested, 2% active;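 note: potency is the fitted concentration of half-maximal effect; 0% = DMSO wells and -100% = cell-free medium wells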
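Viability of IDH1-knockdown HT-1080 fibrosarcoma cells was assessed by CellTiter-Glo after 48 h at 37 °C with titrated compound; concentration-effect curves were classified by fit quality and response size.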
SW480 rerep: inducers of DNA re-replication in SW480 colon cancer cells. Potency, µM (highest dose often 46.1 µM), for the others: at the highest dose re-replication activation, actives largely listed as activators. AID 624297. 340,000 tested, 1.8% active. SW480 DNA re-replication, Hoechst DNA content imaging, 48 h; note: potency is the fitted concentration of half-maximal effect; % of control where 0% means no effect; nearly all actives have a fitted effect of over 55% in size
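Cells (250 per well) received 23 nL compound or DMSO by pin tool and were kept 48 hr at 37 C, 5% CO2. Nuclei were then stained with Hoechst for 40 min and scanned for DNA content.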
HT1080NT lethal: kills 2HG-producing HT-1080-NT fibrosarcoma cells; AID 686970; Potency, µM (doses to about 46.1 µM), for the others: top-dose activity, negative = less viability, actives largely listed as cytotoxic; HT-1080-NT fibrosarcoma viability, CellTiter-Glo ATP luminescence, 48 h; 360,000 tested, 1.6% active;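 note: NT is the 2HG producing partner of a matched IDH1 knockdown line; potency is the fitted concentration of half-maximal effect; 0% = DMSO-treated cells and -100% = media-only wells without cells; nearly all actives have a fitted effect of over 55% in size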
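HT-1080-NT; 750 cells/well; 5% FBS RPMI; 48 h compound, 37 degrees C; CellTiter-Glo luminescence; curve fitting and curve-class assignment.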
GLP1R cytotox: cytotoxicity in counter-screen for GLP-1R inverse agonists; 410,000 tested, 0.13% active; HEK293 cAMP-luciferase reporter cells, luminescence, 24 h; Potency, µM (titrated, usually from 38.3 µM), for inactives: at the top dose activity change, negative = inhibition, hits mostly inhibitors;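 note: loss of luciferase light is scored as toxicity; potency is the fitted concentration of half-maximal effect; % is set by controls: 0 for no effect and ±100 for the full control effect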
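Compound-treated cells are incubated 24 hr at 37 deg C under 5% CO2 after a 12 hour attachment period, then luciferase detection reagent is added and luminescence is measured following 12 min at room temperature; lowered signal indicates toxicity.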
Active calls of the source: *; i = inactive; ? = inconclusive; nt = no result given; & = joins results of further samples; [ ] = another dose, or the depositor's remark. Unless noted, calls come from the whole dose curve; as a rule, active = well fitted curve in the direction sought with a large enough effect; inconclusive = small, poorly fitted or top-dose-only effect, or another doubt; inactive = no such curve, though single readings can be large; an effect the other way counts as inactive or inconclusive.

SMILES | IL1B secr inh | DRD3 agonist | MCF10A rereplic | KB-V1 cytotox | KB-3-1 tox | HT1080 IDH1KD tx | SW480 rerep | HT1080NT lethal | GLP1R cytotox
CCOc1ccc(C(=O)NCC2CCN(CC3CCCCC3)CC2)cc1 | -4 | -12 | -3% | ? | 7% | 11% | -3% | 9% | 1%
COc1ccc(-c2cc(C(=O)OC3CCOC3=O)c3ccccc3n2)cc1 (stereo not drawn) | 0 | -5 | 1% | 5% | 0% | -8% | -1% | 1% | 0%
COc1ccc(NS(=O)(=O)c2ccc(O)c(C(=O)OCC(=O)N3CC(C)OC(C)C3)c2)cc1 (stereo not drawn) | 36 | -1 | -7% | ? | -1% | 10% | -2% | 15% | 4%
Cc1ccc(CS(=O)(=O)Cc2ccc(C(=O)NCCc3ccccc3)o2)cc1 | -1 | 1 | 1% | -1% | -1% | 2% | -2% | 6% | -5%
COc1ccc2c(c1)C(=O)CC(c1ccccc1F)O2 (stereo not drawn) | -3 | -2 | ? | 15% | -2% | -3% | -4%[9.22 µM] | 0% | -1%
OCC[C@@H]1C[C@@H](O)[C@H](O)[C@]2(CCCc3ccccc3O2)O1 | 19 | 18 | -5% | -5% | 15% | -1% | -2% | -2% | -8%
CC1CN=C(NC(=O)c2cccc([N+](=O)[O-])c2)S1 (stereo not drawn) | -2 | 1 | -3% | -3% | 0% | 7% | 6% | 15% | -2%
Cc1cc(OCc2cc(C(=O)N(C)Cc3ccccn3)no2)cc(C)c1Cl | i | 1 | 13% | ? | -3% | -3% | -4% | 7% | 2%
COc1cc2c(=O)n(CCCN3CCOCC3)c(=S)[nH]c2c(OC)c1OC | 38 | -4 | 3% | -18% | 17% | 12% | -12% | 10% | -26%
CCOc1ccc(S(=O)(=O)N(CC(=O)O)c2ccccc2)cc1 | 17 | 4 | 0% | 10% | 0% | 3% | -3% | -1% | 2%
O=C1C(=O)N(CCO)C(c2ccccc2)/C1=C(\O)c1ccccc1 (stereo not drawn) | -4 | -5 | 7% | -5% | -2% | 15% | -2% | 21% | 13%
CCOCCCNc1nc2c(S(=O)(=O)c3ccc(CC)cc3)nnn2c2ccc(Cl)cc12 | nt | 5 | nt | 12% | -10% | nt | nt | nt | -11%
CC(C)CCNC(=O)c1cnn2c(C(F)(F)F)cc(-c3ccco3)nc12 | -2 | 3 | -10% | 11µM* | ? | ? | 0% | 1% | 66%[activator]
CCCNC(=O)c1ccc2c(c1)nc(C)n2-c1cccc(C)c1 | -30 | 3&-6 | 5% | -11%&6% | 9%&-8% | 25% | 15% | 23% | 1%&-6%
Cc1ccccc1[C@@]1(C)ON(c2ccccc2C(F)(F)F)C1=O | -85* | 12 | ? | 25% | ? | -1% | 2% | -2% | -48%
Cn1c(=O)c2c(ncn2CC(=O)N2CCCCCC2)n(C)c1=O | 11 | 8 | 0% | 13% | 13% | 4% | 13% | 15% | 0%
Cc1cc(C)c(C)c(S(=O)(=O)N2CCCCC2C(=O)O)c1C (stereo not drawn) | 58 | 6 | 2% | 8% | 5% | 3% | 5% | 0% | -12%
COc1ccc(-c2c3c(nc4sc5c(=O)[nH]c(C)nc5c24)CCC3)cc1 | 61 | 0 | ? | 10% | 6% | -10% | 20% | -9% | 2%
CCOc1ccc(/C(O)=C2/C(=O)C(=O)N(c3ncccn3)C2c2ccc(C)cc2)cc1 (stereo not drawn) | nt | 31* | ? | -8% | -4% | -23% | 102% | -13% | 9%
O=S(=O)(CCN(CCS(=O)(=O)C(F)(F)F)CC1CCCO1)C(F)(F)F (stereo not drawn) | -6 | -2 | 2% | -13% | -8% | -1% | -4% | 8% | 2%
CCOC(=O)c1ccc(N2CCCCC2)c(NS(=O)(=O)c2ccc(C)cc2)c1 | 60 | -20 | 21µM* | ? | ? | ? | ? | ? | ?
CC(C)CN(C(=O)CSc1nnc(C2CC2)n1-c1ccccc1)C1CCS(=O)(=O)C1 (stereo not drawn) | -4 | -2 | -9% | 0% | 5% | 9% | -24% | 9% | -4%
O=C(c1ccc2c(c1)CCN2S(=O)(=O)c1ccccc1)N1CCN(c2ccccc2)CC1 | ? | 3 | 12% | -7% | -1% | -16% | -4% | -27% | 3%
CCc1ccccc1NC(=O)CSc1ncc(S(=O)(=O)c2ccccc2)c(=O)[nH]1 | nt | 7 | nt | 2% | 12% | nt | nt | nt | 1%
COC(=O)c1cc(-c2ccc(NC(C)=O)cc2)nc2ccccc12 | -1 | 12 | ? | 0% | -3% | -13% | -9% | -7% | -12%
CC(Sc1nnnn1C1CCCCC1)C(=O)O (stereo not drawn) | 5 | 6 | -6% | -3% | -9% | -1% | -21% | 3% | -2%
CC(=O)Oc1ccc(C(=O)Cc2ccccn2)c(O)c1 | -2 | 7 | 2% | ? | -1% | 0% | -2% | 15% | 9%
CCCN(C(=O)c1nn(-c2ccc(OC)cc2)c(=O)c2c1c1ccccc1n2C)c1ccc(CC)cc1 | nt | -3 | nt | -10% | 6% | nt | nt | nt | -5%
COC(=O)c1cc(S(=O)(=O)Nc2ccc(C)c(F)c2)c[nH]1 | 0 | -5 | -8% | 0% | 0% | -1% | -16% | -11% | 0%
Cn1cc(C(=O)Nc2ccc3c(c2)CCC3)cn1 | -12 | -3 | -3% | 18% | -1% | 20% | 11% | 11% | -14%
O=c1[nH]c(=O)n([C@H]2C[C@H](O)[C@@H](CO)O2)cc1I | 0 | 18&-1 | -21% | -1% | 0% | -1% | -31%[inhibitor] | 6% | -2%
N#CC1=C(N)N(c2ccccc2)C2=C(C(=O)CCC2)C1c1ccccc1 (stereo not drawn) | -3 | 3 | 24% | -1% | -1% | 3% | ? | 1% | 4%
Cc1cc(C)cc(C(O)c2ncc(-c3ccc(Cl)cc3)[nH]2)c1 (stereo not drawn) | -23 | 1 | nt | -24% | 0% | 0% | nt | ? | 0%
COc1cc(C(=O)NCCC(=O)N2CCC3(CC2)NCCc2[nH]cnc23)cc(OC)c1OC | -5 | 4 | 6% | 16% | -1% | 8% | -3% | 7% | 2%
Cc1cc(C)n(CC2CC(=O)N(c3ccc(C)c(Cl)c3)C2=O)n1 (stereo not drawn) | -2 | 7 | -1% | 22% | 20% | 5% | -5% | 7% | 0%
Cc1cccc(N2CCN(C(=O)C3CCN(S(=O)(=O)c4c(C)noc4C)CC3)CC2)c1C | -23 | 3&1 | 23% | ? | -15%&0% | -22% | -33%[inhibitor] | 7% | -3%&1%
Fc1ccccc1NC(=S)N1CCCCC1 | 2 | 3 | 12% | -1% | 5% | 24% | -2% | 9% | 3%
O=C(c1ccc(C(=O)N2CCCCCC2)cc1)N1CCCCCC1 | 27 | -4 | -6% | -6% | 7% | 10% | -3% | 8% | -9%

Ordered by length of the SMILES (highest first): part of the list above.
SMILES | IL1B secr inh | DRD3 agonist | MCF10A rereplic | KB-V1 cytotox | KB-3-1 tox | HT1080 IDH1KD tx | SW480 rerep | HT1080NT lethal | GLP1R cytotox
COc1ccc(-c2c3c(nc4sc5c(=O)[nH]c(C)nc5c24)CCC3)cc1 | 61 | 0 | ? | 10% | 6% | -10% | 20% | -9% | 2%
Cc1cc(C)c(C)c(S(=O)(=O)N2CCCCC2C(=O)O)c1C (stereo not drawn) | 58 | 6 | 2% | 8% | 5% | 3% | 5% | 0% | -12%
COc1ccc2c(c1)C(=O)CC(c1ccccc1F)O2 (stereo not drawn) | -3 | -2 | ? | 15% | -2% | -3% | -4%[9.22 µM] | 0% | -1%
CC(Sc1nnnn1C1CCCCC1)C(=O)O (stereo not drawn) | 5 | 6 | -6% | -3% | -9% | -1% | -21% | 3% | -2%

Among those listed so far, three contain a COOH group:
SMILES | IL1B secr inh | DRD3 agonist | MCF10A rereplic | KB-V1 cytotox | KB-3-1 tox | HT1080 IDH1KD tx | SW480 rerep | HT1080NT lethal | GLP1R cytotox
CCOc1ccc(S(=O)(=O)N(CC(=O)O)c2ccccc2)cc1 | 17 | 4 | 0% | 10% | 0% | 3% | -3% | -1% | 2%
Cc1cc(C)c(C)c(S(=O)(=O)N2CCCCC2C(=O)O)c1C (stereo not drawn) | 58 | 6 | 2% | 8% | 5% | 3% | 5% | 0% | -12%
CC(Sc1nnnn1C1CCCCC1)C(=O)O (stereo not drawn) | 5 | 6 | -6% | -3% | -9% | -1% | -21% | 3% | -2%
